# GLP-1R inv ag = acts as inverse agonist at human GLP-1 receptor | P43220 | HEK293 GLP-1R CRE-luciferase, luminescence, 24 h; GLP-1R form is constitutively active | Potency, µM (doses to about 38.3 µM), without a hit: at the top dose activity change, negative = inhibition, most hits filed as inhibitors | 410,000 tested, 1.6% active | AID 624417; further: potency means the concentration at half of the fitted maximal effect; on the % scale 0 is the no-effect control and ±100 the full control effect; nearly all actives have a fitted effect of over 55% in size
#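 Stable HEK293 clone (constitutively active GLP-1R + cAMP-response luciferase); 200 cells/uL plated, 12 h pre-culture, compound 24 hr, 37 deg C/5% CO2; detection reagent 12 min RT; luminescence.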
# TDP-43 yeast inh = inhibitors of TDP-43 toxicity in yeast. TDP-43 expressing yeast growth rescue, BacTiter-Glo, 24 h. Potency, µM (doses to about 46.1 µM), for the others: at the highest dose growth rescue (activation), actives largely listed as activators. 410,000 tested, 1.8% active; further: potency means the concentration at half of the fitted maximal effect; % of control where 0% means no effect; nearly all actives have a fitted effect of over 50% in size
#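 Yeast expressing TDP-43 (pregrown in raffinose, seeded at OD600=0.02 in galactose medium) exposed to compounds 24 hr at 30 deg C. Growth read by BacTiter-Glo luminescence; rescue of toxicity appears as increased signal.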
# aSyn yeast inh = rescues yeast growth from alpha-synuclein toxicity | Yeast expressing alpha-synuclein, growth rescue, BacTiter-Glo, 24 h | Potency, µM (doses to about 46.1 µM), without a hit: at the highest dose growth rescue (activation), usual class: activators | 370,000 tested, 0.14% active; further: potency means the concentration at half of the fitted maximal effect; % of control where 0% means no effect; nearly all actives have a fitted effect of over 65% in size
#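 Rescue of yeast growth: cells expressing toxic alpha-synuclein, induced in galactose at OD600 0.02, incubated with compound 24 h at 30 C. ATP luminescence quantified growth; inhibitors of toxicity appear as activators.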
# GLP1R ag = activates the human GLP-1 receptor; P43220; HEK293 GLP-1R CRE-luciferase, luminescence, 4-6 h; cells express a hypersensitive GLP-1R form; Potency, µM (series often up to 45.6 µM), inactives show at the top dose activation, usual class: activators; 380,000 tested, 0.007% active; AID 624172; further: potency means the concentration at half of the fitted maximal effect; % of control where 0% means no effect
# FUS suppressor = rescues growth of FUS-expressing yeast; S. cerevisiae FUS-expressing, growth rescue, OD600, 24 h; Potency, µM (doses to about 76.6 µM), inactives show top-dose growth rescue (activation), usual class: activators; 390,000 tested, 0.24% active;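 further: potency means the concentration at half of the fitted maximal effect; plate controls were DMSO vehicle for no effect and reference control for full effect; nearly all actives have a fitted effect of over 55% in size; some results filed as inactive show a strong effect at the top dose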
#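 Toxicity suppression screen in FUS-yeast. Cells induced with 2% galactose, starting OD 0.005, treated 24hr at 30C with compounds at multiple final concentrations; growth by OD600.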
# pAkt inh = inhibitors of Akt phosphorylation | Neuro2A IGF-stimulated pAkt S473 HTRF, 20 min; stronger effect = lower value | activity change, % for hits at 50 µM | 360,000 tested, 0.32% active; in the data active means activity change below about -80%; inconclusive means mostly about -51% to -80%; further: on the % scale 0 is the no-effect control and ±100 the full control effect
#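 Neuro2A cells in DMEM with 0.5% FBS, overnight at 37 deg C, given compound at single 50 µM final, then IGF (6 nM final) for 20 min at 37 deg C. Lysed; phospho-Akt Ser473 by HTRF after 24 h, 665/615 ratio.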
# DRD3 antagonist = D3 dopamine receptor (human) antagonism | P35462 | D3R cells, DiscoveRx beta-arrestin luminescence, antagonist mode; stronger effect = lower value | max response, negative = inhibition, % | 360,000 tested, 2.5% active | AID 652054; in the data active means max response below about -50%; inconclusive means no clear call, values can overlap the other calls; further: on the % scale 0 is the no-effect control and ±100 the full control effect; mostly tested at two doses, the higher about 12 µM
# Target sequence (P35462 whole entry, looked up): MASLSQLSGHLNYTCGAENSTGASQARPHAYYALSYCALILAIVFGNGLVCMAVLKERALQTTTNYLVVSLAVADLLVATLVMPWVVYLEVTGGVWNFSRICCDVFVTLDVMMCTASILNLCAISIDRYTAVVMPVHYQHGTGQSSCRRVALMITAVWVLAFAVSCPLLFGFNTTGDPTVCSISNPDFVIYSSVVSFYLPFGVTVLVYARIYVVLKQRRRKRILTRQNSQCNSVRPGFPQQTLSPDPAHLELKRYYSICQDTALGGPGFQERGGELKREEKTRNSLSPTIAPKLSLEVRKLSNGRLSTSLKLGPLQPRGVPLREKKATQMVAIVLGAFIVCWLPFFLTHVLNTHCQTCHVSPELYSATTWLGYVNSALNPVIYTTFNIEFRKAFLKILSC
#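 Cells expressing the human receptor were seeded at 1500 cells/well, incubated overnight at 37 degrees C in 5% CO2, then exposed to library compounds with dopamine controls for 90 minutes at 37 degrees C before luminescent detection.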
# PTHR1 ag = agonists of human PTHR1 parathyroid hormone receptor; 410,000 tested, 0.075% active; HEK293 GP2 PTHR1 cells, GloSensor cAMP luminescence, 1 h; Potency, µM (series often up to 115 µM), inactives show at the highest dose activation, most hits filed as activators; Q03431; further: potency means the concentration at half of the fitted maximal effect; nearly all actives have a fitted effect of over 55% in size; some results filed as inactive show a strong effect at the top dose; inactives centre near -15; many of its hits are not listed in these tables
# Target sequence (Q03431 whole entry, looked up): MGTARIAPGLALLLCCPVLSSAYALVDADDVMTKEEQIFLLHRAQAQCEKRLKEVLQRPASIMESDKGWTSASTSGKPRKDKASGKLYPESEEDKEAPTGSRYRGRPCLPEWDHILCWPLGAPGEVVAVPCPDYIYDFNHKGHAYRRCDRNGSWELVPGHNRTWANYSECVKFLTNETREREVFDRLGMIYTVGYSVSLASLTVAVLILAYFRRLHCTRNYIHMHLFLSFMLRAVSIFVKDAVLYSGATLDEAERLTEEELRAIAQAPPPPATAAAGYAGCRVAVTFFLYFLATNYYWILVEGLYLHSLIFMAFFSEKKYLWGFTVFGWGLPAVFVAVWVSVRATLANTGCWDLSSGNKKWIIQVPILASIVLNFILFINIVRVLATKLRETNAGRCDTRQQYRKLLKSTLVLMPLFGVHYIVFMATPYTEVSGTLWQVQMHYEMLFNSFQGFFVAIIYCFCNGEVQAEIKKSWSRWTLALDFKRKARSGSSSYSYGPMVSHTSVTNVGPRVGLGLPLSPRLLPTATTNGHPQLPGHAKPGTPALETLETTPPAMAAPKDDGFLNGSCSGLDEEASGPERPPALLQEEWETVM
#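 HEK-293-derived GP2 cells expressing PTHR1 and a GloSensor cAMP reporter, 3,000/well, plated overnight, given luciferin plus IBMX (each 0.5 mM as added) for 1 h at 37 °C, then compound for 1 h at 37 °C. Luminescence was read after 15 min at room temperature.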
# Abeta yeast res = A-beta toxicity reversal in yeast | AID 1347071 | Potency, µM (series often up to 46.1 µM), for the others: at the top dose growth rescue, usual class: activators | 410,000 tested, 0.063% active | yeast expressing A-beta42, growth rescue, OD600, 48 h; response scale: 0% DMSO, 100% iron-clioquinol control; further: potency means the concentration at half of the fitted maximal effect; nearly all actives have a fitted effect of over 55% in size
#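 Yeast A-beta toxicity model in growth medium with pinned compounds, 48 h at 30 C; growth read as absorbance at 600 nm. Normalized to FeCl3/clioquinol equimolar mix (positive) and DMSO (negative).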
# * marks the source's active call; other numbers are inactive results; i = inactive; ? = inconclusive; . = no result given; [ ] = dose if it differs, or a comment. Unless noted, the call rests on the fitted dose curve; in most records, active means well fitted curve in the direction sought with a large enough effect; inconclusive means small, poorly fitted or top-dose-only effect, or another doubt; inactive means no such curve, though single readings can be large; an effect the other way counts as inactive or inconclusive. The list is partial; count on the stated rates, not on these rows.
# Sequence of screens: GLP-1R inv ag, TDP-43 yeast inh, aSyn yeast inh, GLP1R ag, FUS suppressor, pAkt inh, DRD3 antagonist, PTHR1 ag, Abeta yeast res
1: Cc1c(CC(=O)NCC(=O)NCC(=O)O)c(=O)oc2c(C)c3oc4c(c3cc12)CCCC4
    13%, 0%, -4%, 0%, 24%, i, 0, i, 3%
2: COc1ccc(NC(C)=O)cc1S(=O)(=O)Nc1ccccc1C(=O)N1CCCC1
    -6%, -15%, -2%, 0%, 9%, i, -19, -2%, -16%
3: O=C(C(=O)c1ccc(O)c(O)c1)c1ccc(O)c(O)c1
    1%, -1%, 1%, 4%, ., i, -29, -15%, -6%
4: O=C(N/N=C/C=C/c1ccccc1)c1ccc(Br)cc1
    -18%, -6%, -9%, 3%, 33%, ., -13, i, 1%
5: COC(=O)C1=C(C)NC(=S)NC1c1sccc1C (stereo unspecified)
    -8%, -37%[inhibitor], 2%, 1%, 36%, i, -3, 9%, -14%
6: COc1cccc(NC(=O)c2cccc(NC(=O)c3ccco3)c2)c1
    14%, 13%, -12%, 11%, 3%, i, -9, -8%, -4%
7: COc1ccc(NC(=O)c2ccc(NC(=O)CN3CCN(c4ccccc4)CC3)cc2)cc1
    16%, -14%, -4%, -8%, -4%, i, -13, -16%, -17%
8: CC1=C(C(=O)Nc2ccccc2)C2(CCCCC2)C(C#N)=C(S)N1
    2%, 2%, 0%, -31%[inhibitor], 28%, i, -11, i, 2%
9: CNc1nc(N)c([N+](=O)[O-])c(Nc2cccc(F)c2)n1
    192%[activator], -70%[inhibitor], -50%[inhibitor], 15%, 7%, i, 6, -25%, -86%[inhibitor]
10: Nc1nc(CSCc2ccccc2)nc(N2CCOCC2)n1
    45%[activator], -14%, -4%, 7%, -2%, i, -9, -6%[57.5 µM], -3%
11: CC(=O)N1CCC(C(=O)N2c3ccccc3N=C(c3ccc(C(F)(F)F)cc3)C2C(=O)NC(C)C)CC1 (stereo unspecified)
    -20%, 16%, 4%, ., 22%, i, -7, i, 13%
12: COc1ccc2nc(SCC(=O)N3CCCCC3)c(C#N)cc2c1
    8%, -19%, 3%, 9%, 2%, i, -1, -12%, -8%
13: CC(C)c1ccccc1NC(=S)NCC1(N(C)C)CCCCC1
    ?, 10%, 2%, -5%, 5%, i, -7, -31%, 13%
14: COc1ccc(NC(=O)CSc2nnc(Cc3ccc(C)cc3)c(=O)n2N)cc1OC
    -5%, 21%, 1%, 3%, 24%, i, 11, i, 11%
15: COc1ccc(CCNC(=O)CN2CCC(C)CC2)cc1OC
    0%, -10%, 0%, 6%, ?, i, ?, i, -12%

# Sequence of screens: GLP-1R inv ag, TDP-43 yeast inh, aSyn yeast inh, GLP1R ag, FUS suppressor, pAkt inh, DRD3 antagonist, PTHR1 ag, Abeta yeast res
16: CCOC(=O)[C@]12CCCC=C1N(Cc1ccco1)C(=O)[C@H](CC(=O)N1CCSCC1)C2
    7%, 16%, -1%, 7%, 22%, i, -4, -3%, -12%
17: CCOC(=O)N1CCN(S(=O)(=O)c2ccc3c(c2)CC(C)N3C(C)=O)CC1 (stereo unspecified)
    4%, 8%, -3%, 4%, 4%, i, -5, -5%, .
18: COc1ccc(N(Cc2ccccc2)S(=O)(=O)c2ccc(C)cc2)cc1
    ?, -17%, -9%, 9%, -7%, i, 9, -7%, -20%
19: COc1ccc(-c2noc(C3CCCN(S(=O)(=O)c4cccc(Cl)c4C)C3)n2)cc1OC (stereo unspecified)
    -1%, -4%, 9%, 9%, 26%, i, 11, i, 9%
20: CCN(CC)c1ccc(C2C(C(=O)OC)=C(C)NC(C)=C2C(=O)OC)cc1
    -10%, 11%, 13%, -6%, 15%, i, -51*, i, -13%
21: COc1ccc(NC(=O)c2ccc(C)cc2Cl)c([N+](=O)[O-])c1
    5%, 17%, 10%, 3%, -10%, i, -63*, i, -4%
22: O=C(O)c1cccc(-n2cccc2/C=C\[N+](=O)[O-])c1
    17%, 18%, 1%, 0%, 15%, i, 3, i, -6%
23: Cc1ccc(-c2nnn(CC(=O)N(Cc3ccccc3)C(C(=O)NC3CCCC3)c3ccncc3)n2)o1 (stereo unspecified)
    0%, 0%, 0%, 4%, 29%, ., -25, i, 10%
24: CC(/C=C/c1ccco1)=N\NC(=O)C(O)c1ccccc1 (stereo unspecified)
    7%, 6%, 8%, -5%, -1%, i, -12, i, -4%
25: Cc1ccccc1-n1c(=O)c2ccccc2n2cnnc12
    0%, 5%, ., 4%, -5%, ., 16, i, 22%
26: O=C(O)C1=NN(c2c(F)c(F)cc(F)c2F)C(=O)CC1
    3%, -11%, 4%, 3%, -36%, i, 10, i, -4%
27: COc1ccc(OCc2cc(C(=O)N(C)C3CCOCC3)no2)c2ccccc12
    ?, -12%, 10%, 3%, 42%, ., -23, -61%[inhibitor], -22%
28: Cc1ccccc1-c1nc(CS(=O)(=O)CC(=O)NCCCN2CCCC2)c(C)o1
    -6%, 18%, 0%, 6%, 12%, i, 4, i, -1%
29: CCOC(=O)c1ccc(-n2cc(C(=O)c3cccnc3)nn2)cc1
    -14%, -2%, -11%, -6%, -18%, i, 1, 18%, 3%
30: N/C(=N\NC(=O)c1cccs1)c1cc2cc(Cl)ccc2oc1=O
    24%, -17%, -4%, -3%, 52%, i, -9, -11%, -4%

# Sequence of screens: GLP-1R inv ag, TDP-43 yeast inh, aSyn yeast inh, GLP1R ag, FUS suppressor, pAkt inh, DRD3 antagonist, PTHR1 ag, Abeta yeast res
31: CC(=O)Nc1ccc(-c2nn[nH]n2)cc1Cl
    6%, 2%, 6%, -7%, 11%, i, -7, i, 3%
32: COc1ccc(N(C)S(=O)(=O)c2cccc(C(=O)NC3CCCCC3C)c2)cc1 (stereo unspecified)
    ?, 4%, 10%, 7%, 21%, i, 11, -29%, 5%
33: CC1Nc2ccccc2C(=O)N1NS(=O)(=O)c1ccccc1 (stereo unspecified)
    -10%, 21%, -14%, 0%, ., i, 8, -21%, 0%
34: CCOC(=O)c1nn(-c2ccccc2)c(=O)c(C#N)c1C
    10%, -4%, 4%, -3%, 7%, i, 10, i, 9%
35: COc1ccc(/C=N/Nc2ncccc2[N+](=O)[O-])c(OC)c1
    -37%, -9%, -17%, -14%, -17%, i, -54*, -94%, -11%
36: Cc1ccnc(NS(=O)(=O)c2ccc(NC(=O)CC(C)c3ccccc3)cc2)n1 (stereo unspecified)
    -17%, -6%, -7%, -1%, -3%, i, 19, -3%, -6%
37: Cc1ccccc1-c1nn2c(=O)cc(CN3CCN(C(=O)c4ccccc4Br)CC3)nc2s1
    4%, -13%, ., ., -7%, ., ., -27%, -8%
38: CC1CCCN(CC(O)COC(c2ccccc2)c2ccccc2)C1 (stereo unspecified)
    ?, -3%[9.22 µM], 0%, 6%, 22%, i, -21, -3%, 4%
39: O=C(NC1CCCCCC1)C1CCCN(S(=O)(=O)c2cnc[nH]2)C1 (stereo unspecified)
    1%, -4%, -1%, 1%, -2%, i, 6, -22%, -15%
40: O=C(Nc1ccc2nc3n(c(=O)c2c1)CCCC3)c1ccccc1F
    53%[activator], -31%[inhibitor], -7%, 11%, 10%, i, -6, -14%, -17%

# Some of the entries so far, tab-delimited.
no.	mol	GLP-1R inv ag	TDP-43 yeast inh	aSyn yeast inh	GLP1R ag	FUS suppressor	pAkt inh	DRD3 antagonist	PTHR1 ag	Abeta yeast res
26	O=C(O)C1=NN(c2c(F)c(F)cc(F)c2F)C(=O)CC1	3%	-11%	4%	3%	-36%	i	10	i	-4%
27	COc1ccc(OCc2cc(C(=O)N(C)C3CCOCC3)no2)c2ccccc12	?	-12%	10%	3%	42%	.	-23	-61%[inhibitor]	-22%
28	Cc1ccccc1-c1nc(CS(=O)(=O)CC(=O)NCCCN2CCCC2)c(C)o1	-6%	18%	0%	6%	12%	i	4	i	-1%
29	CCOC(=O)c1ccc(-n2cc(C(=O)c3cccnc3)nn2)cc1	-14%	-2%	-11%	-6%	-18%	i	1	18%	3%
30	N/C(=N\NC(=O)c1cccs1)c1cc2cc(Cl)ccc2oc1=O	24%	-17%	-4%	-3%	52%	i	-9	-11%	-4%
31	CC(=O)Nc1ccc(-c2nn[nH]n2)cc1Cl	6%	2%	6%	-7%	11%	i	-7	i	3%
32	COc1ccc(N(C)S(=O)(=O)c2cccc(C(=O)NC3CCCCC3C)c2)cc1 (stereo unspecified)	?	4%	10%	7%	21%	i	11	-29%	5%
33	CC1Nc2ccccc2C(=O)N1NS(=O)(=O)c1ccccc1 (stereo unspecified)	-10%	21%	-14%	0%	.	i	8	-21%	0%
34	CCOC(=O)c1nn(-c2ccccc2)c(=O)c(C#N)c1C	10%	-4%	4%	-3%	7%	i	10	i	9%
35	COc1ccc(/C=N/Nc2ncccc2[N+](=O)[O-])c(OC)c1	-37%	-9%	-17%	-14%	-17%	i	-54*	-94%	-11%
36	Cc1ccnc(NS(=O)(=O)c2ccc(NC(=O)CC(C)c3ccccc3)cc2)n1 (stereo unspecified)	-17%	-6%	-7%	-1%	-3%	i	19	-3%	-6%
37	Cc1ccccc1-c1nn2c(=O)cc(CN3CCN(C(=O)c4ccccc4Br)CC3)nc2s1	4%	-13%	.	.	-7%	.	.	-27%	-8%
38	CC1CCCN(CC(O)COC(c2ccccc2)c2ccccc2)C1 (stereo unspecified)	?	-3%[9.22 µM]	0%	6%	22%	i	-21	-3%	4%
39	O=C(NC1CCCCCC1)C1CCCN(S(=O)(=O)c2cnc[nH]2)C1 (stereo unspecified)	1%	-4%	-1%	1%	-2%	i	6	-22%	-15%
40	O=C(Nc1ccc2nc3n(c(=O)c2c1)CCCC3)c1ccccc1F	53%[activator]	-31%[inhibitor]	-7%	11%	10%	i	-6	-14%	-17%
